From PubChem BioAssay
H1N1 NS1A inhibition = NS1A inhibition, H1N1 influenza, cell based functional assay (AID 504329) | NS1A functional cell-based assay, percent inhibition; higher % means a stronger effect | one-dose inhibition, % at 12.5 µM; IC50 in µM for titrated hits | actives 0.3% (n = 340,000); in the data active = a potency from the dose series; inconclusive = inhibition above about 27% without an active follow-up result; note: strong numbers were not always called active
VEEV TC-83 Vero = inhibitors of VEEV TC-83 cytopathic effect, confirmation, Vero cells (AID 588727); Vero cells, VEEV TC-83 cytopathic effect inhibition; higher % means a stronger effect; inhibition, % at 20 µM; hits with a dose series show IC50 in µM; actives 0.13% (n = 350,000); in the data active = a potency from the dose series; inconclusive = inhibition mostly from about 14% at the one dose, without a potency; inactive = the rest, 99 in 100 with inhibition below about 12%; note: strong numbers were not always called active
M. tuberculosis HTS = M. tuberculosis growth inhibition, HTS (AID 449762); actives 0.59% (n = 330,000); M. tuberculosis H37Rv growth inhibition, 7H9 media; higher % means a stronger effect; inhibition, % at 25 µM; hits with a dose series show IC50 in µM; in the data active = a potency from the dose series; inconclusive = inhibition above about 70% without an active follow-up result;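 note: bacterial growth assessed after seven days of incubation; strong numbers were not always called active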
Salmonella PhoP GFP = Inhibition of PhoP regulon, Salmonella typhi GFP reporter cells, confirmation, 4 h (AID 1850). actives 0.33% (n = 310,000). inhibition, % at 50 µM; hits with a dose series show IC50 in µM. Salmonella Typhi PhoP-promoter GFP reporter, fluorescence, 4 h; higher % means a stronger effect; in the data active = a potency from the dose series; inconclusive = inhibition mostly from about 25% at the one dose, without a potency; inactive = the rest, 99 in 100 with inhibition below about 19%;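 note: 0% = induced wells with vehicle and 100% = uninduced wells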
tuberculosis growth = growth inhibition of non-replicating M. tuberculosis (AID 488890); Mycobacterium tuberculosis non-replicating, growth inhibition; higher % means a stronger effect; inhibition, % at 25 µM; hits with a dose series show IC50 in µM; actives 0.39% (n = 320,000); in the data active = a potency from the dose series; inconclusive = inhibition mostly from about 82% at the one dose, without a potency; inactive = the rest, 99 in 100 with inhibition below about 76%;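 note: plate controls were DMSO cells for no effect and high antibiotic wells for full effect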
The depositor's hits bear a star; i = inactive; ? = inconclusive; · = no result given.

Molecule	H1N1 NS1A inhibition	VEEV TC-83 Vero	M. tuberculosis HTS	Salmonella PhoP GFP	tuberculosis growth
CCC(C)NS(=O)(=O)c1ccc(OCC(=O)Nc2ccc(F)cc2F)cc1 (centres undefined)	4.0%	1.1%	-5.2%	5.5%	20.8%
NP(=O)(Oc1ccccc1Cl)Oc1ccccc1Cl	-14.5%	1.1%	3.8%	-17.9%	9.4%
COc1cc(NC(=O)c2ccccc2)c(OC)cc1NC(=O)Cc1ccc(Br)cc1	-4.5%	i	-4.6%	-0.2%	-6.5%
CCN(CC(=O)NCCc1ccc(S(N)(=O)=O)cc1)Cc1nc2ccccc2c(=O)[nH]1	8.8%	3.0%	·	1.7%	5.5%
CCOC(=O)c1cc(NC(=O)Nc2cc(C)ccn2)c(C)nc1C	3.3%	3.8%	-1.8%	7.3%	-2.1%
COc1ccc([C@@H]2[C@@H]3C(=O)N(C(C)(C)C)C(=O)[C@@H]3[C@]3(C)C(=O)N(c4cccc(C)c4)C(=O)N23)cc1	2.4%	0.9%	5.2%	-3.4%	12.0%
Cc1ccc(C)c(-c2csc(NC(=O)c3c(C)noc3C)n2)c1	3.8%	1.1%	-0.6%	·	-15.0%
Nc1nonc1-c1noc(CCCOc2ccc(Cl)cc2Cl)n1	2.9%	i	-7.8%	-5.0%	18.4%
CC(C)(C)C(=O)NNC(=O)c1cnccn1	16.8%	0.1%	0.2%	15.2%	5.3%
CCN(C(=O)c1cc2c(=O)n3ccccc3nc2n1C)C1CCCCC1	-4.5%	8.4%	7.0%	-8.2%	-8.3%
O=C(CNS(=O)(=O)c1cccs1)NCc1ccc(F)cc1	-4.9%	0.1%	-5.5%	-15.1%	0.7%
CC(C)CC(C(=O)NCc1ccccn1)N1C(=O)c2ccccc2C1=O (centres undefined)	-16.4%	0.8%	4.4%	6.5%	-5.9%
C[C@H]1CN([C@@H](C)CO)C(=O)Cc2cc(NS(=O)(=O)c3cn(C)cn3)ccc2O[C@@H]1CN(C)C(=O)Nc1ccc(F)cc1	-14.6%	0.5%	-2.8%	·	3.6%
CS(=O)(=O)NCCOc1ccc(S(=O)(=O)N2CCCc3ccccc32)cc1	-0.8%	0.6%	-9.7%	3.5%	50.6%
COc1ccc(/C=N/N=C2/NC(=O)C(CC(=O)O)S2)cc1OCc1ccc(Cl)cc1 (centres undefined)	-4.8%	?	13.1%	-4.0%	-12.3%
CCO[C@@H]1OC(C(N)=O)=C[C@H](c2cn(C(C)=O)c3ccccc23)[C@H]1CCCO	-7.4%	0.8%	-1.2%	-9.2%	-7.0%
COc1cc(C2C3=C(COC3=O)Oc3cc4c(cc32)OCO4)cc(OC)c1O (centres undefined)	0.4%	8.9%	·	·	·
COc1cccc(C(C(=O)NC2CCCC2)N(Cc2ccco2)C(=O)c2ccco2)c1OC (centres undefined)	-1.7%	i	2.2%	-9.9%	41.0%
CC(C(=O)Nc1ccc(F)c(F)c1F)N(C)Cc1cccs1 (centres undefined)	-2.7%	0.3%	0.9%	-14.2%	47.7%
Cc1cc(OC(F)F)ccc1NC(=S)NCCc1ccccc1	-5.8%	6.4%	3.3%	3.1%	?
CCCN1C(=O)/C(=C/c2ccc(C)o2)SC1=Nc1ccc(OCC)cc1	-8.8%	0.2%	0.7%	4.1%	11.2%
Cc1cc(Cl)ccc1OCC(=O)NNC(=O)C1CCN(c2ncnc3sc(C)c(C)c23)CC1	-7.8%	7.7%	?	·	-9.1%
CC(=O)Nc1ccc(S(=O)(=O)N2CCSC2c2ccc(Cl)cc2)cc1 (centres undefined)	3.3%	1.3%	-0.6%	-3.9%	63.5%
Cc1cc(=O)nc2c3ccccc3n(CC(=O)NC3CCCCC3)n12	-0.1%	3.3%	2.6%	-1.2%	5.0%
CCN(CC)CCn1c2c(c(SCC(=O)Nc3cc(C)cc(C)c3)nc1=O)CCC2	-4.3%	8.3%	-3.4%	4.4%	-4.6%
O=C(CCCC(=O)OCC(=O)c1cccs1)Nc1ccc(F)cc1	4.5%	0.7%	2.8%	-5.0%	-7.2%
Cc1cc(NC(=O)c2cccs2)ncc1NC(=O)C(C)(C)C	-7.9%	4.4%	3.4%	-3.7%	-11.8%
O=C(CCn1c(=S)[nH]c2cc3c(cc2c1=O)OCO3)NCc1cccc(Cl)c1	5.9%	0.2%	4.6%	4.0%	-14.8%
CCOc1ccccc1C1C(C(=O)OC)=C(N)OC2=C1C(=O)CCC2 (centres undefined)	-11.2%	0.4%	-1.8%	6.3%	-1.9%
Cc1ccc(CN(c2ccc(C(=O)NCc3ccccn3)cc2)S(C)(=O)=O)cc1	3.6%	i	-8.4%	1.0%	15.9%
CCN(CC)CCn1c(=N)n(CC(O)c2ccco2)c2ccccc21 (centres undefined)	-0.9%	0.0%	3.1%	2.6%	5.5%
COc1ccccc1N1CCN(S(=O)(=O)c2cc3[nH]c(=O)c(=O)[nH]c3cc2C)CC1	-11.3%	i	1.9%	0.9%	3.5%
COc1ccc(C2CC(c3ccc(F)cc3)=NN2c2ccccc2)cc1OC (centres undefined)	-34.5%	2.4%	?	-9.9%	19.3%
CC(C)C12CN3CC(C(C)C)(CN(C1)C3(C)C)C2=O	-0.2%	1.2%	6.1%	10.3%	8.0%
O=C(C[n+]1cccc(CNC(=O)c2ccc(OC(F)F)cc2)c1)Nc1ccccc1Cl	7.2%	i	4.7%	-4.6%	·
Cc1cccc(C)c1NC(=O)NC1CC2CCC(C1)N2Cc1cccs1 (centres undefined)	-1.0%	1.2%	8.2%	-15.8%	12.5%
CCOc1ccc(CC(=O)N2CCN=C2SC)cc1	-16.0%	0.6%	1.7%	5.8%	-7.6%
C/C(=N\NC(=O)CCCCCNC(=O)c1ccccc1)c1ccccc1O	2.0%	1.4%	-1.4%	0.3%	6.0%
Nc1ccc(C(=O)O)cc1[N+](=O)[O-]	2.2%	0.8%	4.3%	-2.3%	-6.0%
Cc1cc(-c2cccc([N+](=O)[O-])c2)nc2ccc3ccccc3c12	-19.0%	8.0%	-5.6%	-0.6%	0.0%
CCCCCCCCN1[C@@H](CC(=O)OCC)c2cc(F)ccc2S1(=O)=O	3.7%	i	-0.3%	-4.7%	5.5%
CC(=O)NCCOC(=O)c1nn(Cc2ccccc2)c(=O)c2ccccc12	4.2%	1.5%	4.8%	-5.2%	2.0%
CC(=O)Nc1ccc(NC(=O)CSc2ccc(-c3sc(C)nc3C)nn2)cc1	-6.2%	0.8%	1.2%	-6.2%	2.1%
COc1cccc2cc(C(=O)Nc3cccnc3N3CCOCC3)c(=O)oc12	11.6%	11.6%	-1.7%	2.7%	-16.0%
COc1ccc(C(=O)N2CC3(CC(c4cccc(NC(=O)COc5ccc(Cl)cc5)c4)=NO3)C[C@@H]2C(N)=O)cc1 (some centres undefined)	-16.3%	8.6%	10.7%	-28.3%	15.9%
Cc1ccc(NC(=O)C2CCCO2)cc1[N+](=O)[O-] (centres undefined)	6.2%	0.6%	-3.8%	-19.9%	-15.3%
COc1ccc(C)cc1Nc1n[n+](C)c(-c2c3ccccc3cc3ccccc23)s1	-2.5%	0.5%	-7.4%	-22.1%	6.2%
NC(=O)CNC(=O)c1ccc(Cl)cc1	-6.6%	i	-6.6%	12.3%	-18.8%
COc1ccc(NC(=O)CN(C)CC(=O)Nc2ccccc2SC)cc1	-7.7%	1.0%	7.9%	-1.9%	·
COc1ccc(OCC(=O)Nc2ccc(N3CCCCC3)cc2)cc1	1.2%	i	-3.8%	4.5%	66.7%

4 consecutive records already listed:
Molecule	H1N1 NS1A inhibition	VEEV TC-83 Vero	M. tuberculosis HTS	Salmonella PhoP GFP	tuberculosis growth
COc1ccc(C)cc1Nc1n[n+](C)c(-c2c3ccccc3cc3ccccc23)s1	-2.5%	0.5%	-7.4%	-22.1%	6.2%
NC(=O)CNC(=O)c1ccc(Cl)cc1	-6.6%	i	-6.6%	12.3%	-18.8%
COc1ccc(NC(=O)CN(C)CC(=O)Nc2ccccc2SC)cc1	-7.7%	1.0%	7.9%	-1.9%	·
COc1ccc(OCC(=O)Nc2ccc(N3CCCCC3)cc2)cc1	1.2%	i	-3.8%	4.5%	66.7%

Next section
Sequence of screens – H1N1 NS1A inhibition, VEEV TC-83 Vero, M. tuberculosis HTS, Salmonella PhoP GFP, tuberculosis growth
> COc1ccc(NC(=O)CSc2ccc(-c3sc(C)nc3C)nn2)cc1OC
    -5.8%, 6.3%, -16.9%, -6.5%, -1.3%
> O=C(O)C1CC(=O)N(C2CCCCCC2)C1 (centres undefined)
    -0.9%, 0.2%, -6.2%, -5.3%, -8.6%
> COc1ccc(/C=C/CN2CCC(n3nccc3NC(=O)C3CCCC3)CC2)cc1
    0.2%, i, -2.9%, -3.0%, 9.4%
> COc1ccc(-c2nnn(CC(=O)N(CC(=O)NCCC(C)C)c3ccccc3)n2)cc1OC
    6.4%, i, -2.6%, 5.1%, 4.4%
> Cc1ccc(C(=O)Nc2nc(C)c(C(=O)Nc3ccc4c(c3)CCC4)s2)cc1
    -16.5%, 11.0%, ?, -7.6%, 61.1%
> COc1cccc(NC(=O)COc2ccc(S(=O)(=O)NC(C)C)cc2)c1
    -6.2%, 1.2%, 3.8%, -4.6%, -5.7%
> COc1cc(C(C)=O)ccc1OCC(=O)NCCCn1nc(C)cc1C
    5.0%, 7.0%, -5.9%, ·, 9.8%
> COC(=O)C1C(c2ccccc2)C=CC(c2ccccc2)C1C(=O)O (centres undefined)
    13.3%, 0.4%, 0.4%, 2.1%, 6.2%
> COc1ccc(-c2cn3c(n2)CCC3)cc1
    4.2%, 1.5%, -9.2%, -0.9%, 33.0%
> CN(C)S(=O)(=O)c1ccc(N2CCCC2)c(C(=O)N2CCN(S(=O)(=O)c3ccccc3F)CC2)c1
    2.6%, 8.8%, -4.0%, 0.1%, 42.7%
> CCOC(=O)N1CCN(C(=O)CN(Cc2ccccc2)S(C)(=O)=O)CC1
    -11.0%, i, -1.8%, 0.6%, 4.7%
> COC(=O)c1cccc(N2CCCC2=O)c1
    -5.6%, 0.4%, 0.6%, 1.5%, 0.1%
> O=C(COC(=O)/C=C/c1ccc([N+](=O)[O-])cc1)NCc1cccs1
    -11.2%, 1.1%, 1.8%, ·, 45.7%
> CC(=O)OCC=C1CCC2C3CCC4=CC(=O)CCC4(C)C3C(O)CC12C (centres undefined)
    3.2%, i, ·, ·, ·
> CCNC(=O)N(C)C[C@H]1N[C@@](CC)(C(=O)OC)[C@H]2C(=O)N(C)C(=O)[C@@H]12
    17.2%, i, 3.2%, ·, -12.2%
> Cc1cc(C)cc(NC(=O)CSc2nnc(-c3ccncc3)o2)c1
    -3.9%, 3.5%, -2.4%, -1.5%, -1.9%
> O=C(COC(=O)Cc1c(Cl)cccc1Cl)NCC1CCCO1 (centres undefined)
    -6.6%, 1.5%, -5.7%, -1.5%, 13.7%
> CC(C)(C)c1ccc(S(=O)(=O)NNC(=O)c2cc3ccccc3[nH]2)cc1
    -7.3%, 1.3%, 5.8%, -3.7%, i
> COc1ccccc1CN1CCNC(=O)C1CC(=O)O (centres undefined)
    2.5%, 0.7%, -4.4%, -1.3%, -7.5%
> CCCC1=C(C(=O)OCC)C(/C=C/c2ccccc2)n2ncnc2N1 (centres undefined)
    -8.4%, 5.5%, 3.9%, -7.4%, 5.7%
> CCc1cc(C(=O)N2CCOCC2)c(NC2=NS(=O)(=O)c3ccccc32)s1
    -4.2%, 1.7%, -3.5%, 9.7%, -10.2%
> CCOC(=O)C1=C(CSc2nc(C)cc(C)c2C#N)OC(N)=C(C#N)C1c1ccccc1 (centres undefined)
    -9.2%, 5.2%, 7.7%, -18.9%, 54.4%
> O=C(CCn1ccc([N+](=O)[O-])n1)Nc1nccs1
    ·, 0.3%, -5.2%, 6.3%, 12.3%

Hits appear at their usual frequency. About 1.5% of those tested had a hit in this group.
